Source: PubChem (Sanford-Burnham Center for Chemical Genomics)
Hsp70 inhibitors: Hsp70 inhibitors, probe displacement, primary screen, biochemical, fluorescence polarization (AID 583); Hsp70 fluorescence polarization probe displacement, mP; higher % means a stronger effect; displacement, % at 20 µM, or IC50 in µM where a hit was titrated; 140,000 compounds, 0.06% hits; in the data active = displacement above about 50%;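 note: plate controls were vehicle for no effect and reference ligand for full effect; a part of the inactive calls stands beside numbers as strong as those of hits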
MKP-3 inhibition: MKP-3 phosphatase inhibitors, primary screen, biochemical, rat enzyme, in vitro (AID 425). recombinant MKP-3 phosphatase activity, fluorescence; higher % means a stronger effect. one-dose inhibition, % at 20 µM; IC50 in µM for titrated hits. 110,000 compounds, 0.17% hits; in the data active = inhibition above about 50%;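 note: plate controls were vehicle for no effect and reference inhibitor for full effect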
Starred values were filed as active, the others as inactive; · = not tested or not shown; & = joins results of further samples. A portion of the library, so the mix of outcomes need not match the whole.

SMILES	MKP-3 inhibition	Hsp70 inhibitors
Cc1nc2ccccc2c2oc(C(=O)N3CCC(N4CCCCC4)CC3)cc12	3%	3.2%
CC(=O)N1CCN(c2ccc(NC(=O)c3cc(I)ccc3Cl)cc2)CC1	1%	6.2%
O=C1CCCc2sc3c(c2N1)CCCCC3	-16%	1.4%
CCOc1ccc(C(=O)Nc2cccc(-c3nc4ccccc4s3)c2)cc1	-1%	3.8%
Cc1oc(-c2cccc(Cl)c2)nc1CN1CCC(C(=O)NCc2ccco2)CC1	-4%	-2.2%
O=C(NC1CCCC1)c1ccc(S(=O)(=O)N2CCOCC2)cc1	·	-2.0%
CC1CN(CCc2ccccc2)c2nc3c(c(=O)[nH]c(=O)n3C)n2C1 (stereo not given)	-12%	0.6%
CCOC(=O)CC(=O)CSc1nc2sc(C)cc2c(=O)n1Cc1ccco1	-11%	-0.5%
O=C(NCCCNCCCNC(=O)c1ccccn1)c1ccccn1	-3%	2.9%
CCCCn1c(C)cc(C)c(S(=O)(=O)c2ccccc2C)c1=O	·	2.0%
COc1cc2c(cc1OC)CN(CC(=O)Nc1cccc(C)c1)CC2	-2%	10%
COc1cccc(CNC2CCCc3ccccc32)c1OC (stereo not given)	0%	2.5%
CC(=O)Nc1ccc(S(=O)(=O)N(Cc2ccccc2)C(C)C)cc1	1%	-0.8%&-2.9%
CCc1nnc(NC(=O)CSc2nc3c(c(=O)n2C)SC(C)C3)s1 (stereo not given)	-2%	-6.5%
CCOc1cc(C)c(C(C)C)cc1S(=O)(=O)N1CCN(C)CC1	-6%	-0.5%
O=c1c2[nH]c3ccc(Cl)cc3c2ncn1CCN1CCCCC1	-3%	-6.2%
Cn1c(SCC(=O)Nc2ccccc2F)nnc1-c1cccnc1	-10%	0.0%
Cc1cccc(NC(=O)/C=C(\C(=O)O)c2ccc(Cl)cc2)c1C	0%	1.8%
Fc1ccccc1N1CCN(c2nc3ccccc3n3nnnc23)CC1	-1%	29%
CC1CN(C(c2ccco2)c2sc3ncnn3c2O)CC(C)O1 (stereo not given)	2%	·
O=C1NN(c2ccccc2)C(=O)/C1=C\c1ccc(O)cc1	0%	0.2%
CC(Oc1ccccc1)C(=O)NCc1cccnc1 (stereo not given)	0%&-3%	-2.4%&-2.4%
N#Cc1nc(COc2ccc(F)cc2)oc1N1CCCC1	-4%	1.9%
CCc1ccc(NC(=O)c2ccc(Cl)cc2)cc1	0%	-4.1%
CCCOc1ccc(C(=O)Nc2cccc(C(C)=O)c2)cc1	3%	4.8%
COCCN1CSC(=S)N(Cc2ccco2)C1	0%	4.4%
CCCCCCNC(=O)CN1C(=O)c2ccccc2C1=O	4%	-2.4%
CCc1ccccc1NC(=O)NC1CCCCC1	·	2.8%
Cc1ccc(COc2ccc3oc(C)c(C(=O)O)c3c2)cc1	0%	5.3%
CCOC(=O)C(C(=O)OCC)=C(CCN1C(=O)c2ccccc2C1=O)OC(=O)CCN1C(=O)c2ccccc2C1=O	2%	3.8%
COc1ccc(C(=O)OCCN2CCOCC2)cc1	0%	5.4%&1.3%
CCn1c(SCCc2ccccc2)nc2ccccc2c1=O	2%	0.9%
CC12CCC(C(=O)Nc3ccccc3N3CCOCC3)(CC1=O)C2(C)C (stereo not given)	-12%	1.4%
COc1ccccc1NC(=O)CSc1nnc(C2CCCCC2)n1C	-6%	4.1%
COc1ccc(-c2cc3nc(C)c(CCC(=O)NC(C)CCc4ccco4)c(C)n3n2)c(OC)c1 (stereo not given)	·	-0.8%
CCc1cc2c(s1)SC(c1ccc([N+](=O)[O-])cc1)NC2=O (stereo not given)	-3%	0.2%
CCc1ccc(N(CC(=O)NC)S(C)(=O)=O)cc1	-11%	1.2%
Cc1ccc(C(=O)Nc2ccccn2)cc1	1%	-0.8%
O=C(/C=C/c1ccc2c(c1)OCO2)NCc1ccc2c(c1)OCO2	1%	-0.4%
Cc1ccc(Cn2c(SCCN3CCOCC3)nc3c2c(=O)n(C)c(=O)n3C)cc1	0%	0.7%
CC1CCN(C(=O)CCCOc2ccc(Cl)cc2)CC1	·	4.9%
COc1ccc(N(CC(N)=O)S(C)(=O)=O)cc1	-3%	0.8%
CN(C)CCn1c(C(=O)Nc2ccccc2)cc2ccccc21	2%	-1.6%
Cc1c(C(=O)O)nnn1-c1ccccc1	-10%	-3.4%
COc1cccc(C(=O)Nc2nnc(C(C)C)s2)c1	-4%	-5.6%
O=C(Nc1c(C(=O)Nc2ccc3c(c2)OCCO3)cnn1-c1ccccc1Cl)c1ccco1	-7%	2.7%
COc1ccc(C(CC(=O)O)NC(=O)c2ccco2)cc1OC (stereo not given)	-3%	0.0%
COc1cc(/C=C/c2cc(OC(C)=O)c3ccccc3n2)c(OC(C)=O)c([N+](=O)[O-])c1	·	9.4%
O=C(CN1CCN(S(=O)(=O)c2ccc(F)cc2)CC1)Nc1ccc2c(c1)OCO2	9%	4.8%
COc1cc(OC)cc(C(=O)n2nc(C)cc2C)c1	·	-3.7%
CCOC(=O)c1cc(-c2ccccc2)n(CC(=O)O)c1C	11%	2.8%
O=C1OC(c2ccc(Cl)cc2)=C/C1=C\c1ccco1	11%	5.5%
CC(NC(=O)c1ccc(Br)cc1)c1ccccc1 (stereo not given)	-1%	-1.3%
O=C(Nc1cccc(Cl)c1)Nc1nnc(/C=C/c2ccccc2Cl)s1	4%	-0.1%
Cc1noc(NS(=O)(=O)c2ccc(NC(=O)CCn3c(=O)oc4ccccc43)cc2)c1C	-6%	3.9%
O=C(NC(=S)Nc1ccccc1C#Cc1ccccc1)c1ccc(Br)cc1	0%	0.7%
O=C(CSc1ncnc2c1nnn2Cc1ccccc1F)N1CCN(c2ccccc2)CC1	-5%	-0.6%
O=C(Nc1ccccc1)c1cc(Br)ccc1Cl	1%	-4.0%
CCOP(=O)(OCC)C(Nc1cc(Cl)cc(Cl)c1)c1ccc(Br)cc1 (stereo not given)	0%	6.7%
CC1(C)c2ssc(=S)c2-c2ccccc2N1C(=O)CN1CCOCC1	4%	-1.9%

The list continues:
SMILES	MKP-3 inhibition	Hsp70 inhibitors
CCOc1ccc(NC(=O)c2c(NC(=O)c3ccco3)sc3c2CCC(C)C3)cc1 (stereo not given)	0%	-0.6%
CCOC(=O)N1CCC(NC(=O)c2ccc3nc(N4CCOCC4)sc3c2)CC1	1%	-3.9%
O=C(Nc1ccccc1)C12CC3CC(CC(C3)C1)C2	1%	5.0%
COc1ccccc1C1C(C(C)=O)=C(O)C(=O)N1CCN1CCNCC1 (stereo not given)	3%	-6.1%
COc1ccc(-c2cc(C(=O)O)c3c(C)nn(-c4ccccn4)c3n2)cc1	·	5.6%
Cc1ccc(OCC(=O)N2CCN(C(=O)c3cccs3)CC2)cc1	-8%	0.6%
Cc1ccc(Cc2cnc(NC(=O)c3ccccc3[N+](=O)[O-])s2)cc1	-13%	0.4%
Cn1c(SCC(=O)Nc2ccc3c(c2)OCCO3)nnc1-c1ccco1	-2%	-0.4%
CC1CCCCC1NC(=O)CSc1nncs1 (stereo not given)	-8%	0.5%
O=C(O)c1ccc(CN2CCCCC2)o1	-7%	2.0%
Cc1cc(C)nc(SCC(=O)Oc2ccc3oc(=O)cc(C)c3c2)n1	-2%&1%	0.3%&-2.0%
COc1ccc2c(Cl)c(C(=O)N/N=C/c3ccccn3)sc2c1	1%	-3.5%
CC(/C=N/N1CCN(Cc2ccc(C)cc2)CC1)=C\c1ccco1	-1%	-1.3%
O=C(CSc1nnc(-c2cccnc2)n1-c1ccc(F)cc1)NCc1ccc2c(c1)OCO2	·	5.9%
CCCNC1=C(Cl)C(=O)c2ccccc2C1=O	22%	11%
Cc1ccc(-c2ccccc2N)o1	1%	3.3%
O=C(c1cc2cc(Br)ccc2oc1=O)N1CCN(c2ccccn2)CC1	-3%	3.3%
C=CCn1c(C)cc(C(=O)CSc2nc3ccccc3[nH]2)c1C	·	1.3%
CC(=O)NCCOc1ccccc1Oc1ccccc1	2%	-0.4%
Cc1cnc(C(=O)OCC(=O)N2c3ccccc3NC(=O)C2(C)C)cn1	-7%	0.3%
CC(=NCCc1ccccc1)C1=C(O)CSC1=O	-3%&-1%	7.7%&4.1%
O=C1c2ccc(Oc3ccc4c(c3)C(=O)N(Cc3cccnc3)C4=O)cc2C(=O)N1Cc1cccnc1	2%	1.0%
COc1cccc(OC)c1C(=O)N1CCN(c2c(Cc3ccccc3)c(C)nc3ncnn23)CC1	-8%	5.2%
CCc1cc(C(=O)NNC(=S)Nc2ccccc2C)cs1	·	7.3%
CCNC(=O)COC(=O)COc1ccc(Cl)cc1C	-2%	4.4%
O=[N+]([O-])c1cccc2cn[nH]c12	-10%	1.1%
COc1ccc(/C=C2\SC(=O)N(CC(=O)Nc3ccccc3Cl)C2=O)cc1OC	0%	-0.2%
Cc1[nH]c(=O)[nH]c(=O)c1NS(=O)(=O)c1ccc2c(c1)CCCC2	-14%	-3.1%
CC(=O)Nc1ccc(S(=O)(=O)Nc2ncccn2)cc1	-6%&2%	5.0%&1.2%
CCn1nc(C(=O)Nc2nc3ccc(C)cc3s2)c2ccccc2c1=O	·	-2.4%
CCN(CC)C(=O)C1CCCN(C/C=C/c2ccccc2)C1 (stereo not given)	-10%	6.0%
COCCN1CC(O)=C(c2nc3ccccc3c(=O)[nH]2)C1=N	-9%	7.5%
Cc1cccc(C(C)C)c1NC(=O)c1cccnc1	-8%	1.3%
O=C(NCc1nc(-c2ccccc2)no1)c1ccc2c(c1)OCO2	-3%	4.8%
O=C(CSc1nnc(-c2cccs2)o1)N1CCOCC1	-6%	-1.4%
Cc1cc(N2CCOCC2)c(F)cc1C(=O)c1ccccc1	·	3.8%
CC(C)c1nnc(SCC(=O)NCc2ccc3c(c2)OCO3)n1C	·	0.2%
COc1cccc(NC(=O)c2ccc(OC)c([N+](=O)[O-])c2)c1	0%	0.4%
COc1ccccc1NC(=O)CSc1nnc(CNC(=O)COc2ccc(Cl)cc2)o1	-8%	2.8%
CCOC(=O)c1c(NC(=O)c2ccc(C)cc2)sc2c1CCC2	0%	3.8%

Ordered by SMILES length (smallest number first): some entries from above
SMILES	MKP-3 inhibition	Hsp70 inhibitors
O=C(CSc1nnc(-c2cccs2)o1)N1CCOCC1	-6%	-1.4%
CCOC(=O)c1c(NC(=O)c2ccc(C)cc2)sc2c1CCC2	0%	3.8%
O=C(NCc1nc(-c2ccccc2)no1)c1ccc2c(c1)OCO2	-3%	4.8%
COc1ccccc1NC(=O)CSc1nnc(CNC(=O)COc2ccc(Cl)cc2)o1	-8%	2.8%
COc1ccc(/C=C2\SC(=O)N(CC(=O)Nc3ccccc3Cl)C2=O)cc1OC	0%	-0.2%

Next section.
SMILES	MKP-3 inhibition	Hsp70 inhibitors
O=C(NC(Cc1ccccc1)C(=O)Nc1ccccn1)OCc1ccccc1 (stereo not given)	-2%	-1.3%
CCc1ccccc1NC(=O)COc1cccc(C)c1	2%	-1.3%
Cc1nc(SCC(=O)N2CCOCC2)c2ccsc2n1	4%	-2.0%
CC1CCN(CCOCCOc2cccc3ccccc23)CC1	4%	3.9%
Cc1ccc(OCC(=O)NCc2ccncc2)cc1	3%	-4.4%
CN1CCN(C(=O)c2cc3nc(-c4ccc(F)cc4)cc(C(F)(F)F)n3n2)CC1	-15%&3%	0.8%&-3.9%
CC/C(C)=C1\SC(N2CCN(C(C)=O)CC2)=NC1=O	-4%	6.4%
O=S(=O)(c1ccc2ccccc2c1)n1cnc2ccccc21	0%	3.8%
CCOC(=O)C1=C(C)NC2=C(C(=O)CCC2)C1c1cccc(Cl)c1 (stereo not given)	-1%	6.2%
COc1cccc(OC)c1OCCCN1CCOCC1	-1%	1.8%
COc1ccccc1NC(=O)c1cc(=O)[nH]c2ccccc12	3%	4.2%
O=C(CSc1nnc2n(C3CCCC3)c(=O)c3ccccc3n12)N1CCCCCC1	-4%	-0.9%
Cc1ccc(-c2cc(C(=O)N/N=C/c3ccc(Cl)cc3)[nH]n2)cc1	2%	-4.3%
COc1cc(OC)nc(NC(=O)CSc2nc3ccccc3o2)n1	1%	-0.5%
O=C(CCn1nnc2ccccc2c1=O)NCC1CCC(C(=O)O)CC1 (stereo not given)	4%	2.0%
COc1ccc(S(=O)(=O)NCCC(C)C)cc1	4%	2.3%
CC(=O)/C(C#N)=C1\NC(=O)C(Cc2ccccc2)S1 (stereo not given)	-4%	-0.7%
COc1ccc(S(=O)(=O)N/N=C/c2ccc[nH]2)cc1	3%	0.1%
Cc1ccccc1CS(=O)(=O)Cc1ccc(C(=O)NCCCN2CCOCC2)o1	-5%	4.2%
C=CCn1c(=O)c2c(nc3n2CCN3c2cccc(Cl)c2C)n(C)c1=O	-2%	-5.2%

Single records (already shown). Values in the order: MKP-3 inhibition, Hsp70 inhibitors
Listed for Cc1ccc(COc2ccc3oc(C)c(C(=O)O)c3c2)cc1 : 0%, 5.3%
Listed for C=CCn1c(=O)c2c(nc3n2CCN3c2cccc(Cl)c2C)n(C)c1=O : -2%, -5.2%
Listed for O=C(CSc1ncnc2c1nnn2Cc1ccccc1F)N1CCN(c2ccccc2)CC1 : -5%, -0.6%
Listed for COc1ccc(S(=O)(=O)NCCC(C)C)cc1 : 4%, 2.3%
Listed for CN1CCN(C(=O)c2cc3nc(-c4ccc(F)cc4)cc(C(F)(F)F)n3n2)CC1 : -15%&3%, 0.8%&-3.9%
